Screening results from PubChem.
B2AR arrestin: beta2AR (human) beta-arrestin recruitment activity | Potency, µM (highest dose often 46.1 µM), inactives show top-dose activation, usual class: activators | AID 492947 | hit rate 0.02% among 330,000 | P07550 | beta-arrestin recruitment to beta2AR, cell-based reporter;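 further: potency means the concentration at half of the fitted maximal effect; 0% = DMSO controls and full agonism = EC100 isoproterenol or metaproterenol; nearly all actives have a fitted effect of over 65% in size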
KCNH2 3.1 block: blocks the human KCNH2 3.1 channel isoform. activity change, % (tested at about 1.8 µM). U2OS KCNH2 3.1, thallium flux FluxOr; active compounds read low. AID 720553. hit rate 0.95% among 340,000;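 active means maximum activity change below -70%; inconclusive means maximum activity change from -70% to -50%; inactive means maximum activity change above -50%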;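 further: thallium influx rate constant from kinetic fluorescence after stimulation buffer; on the % scale 0 is the no-effect control and ±100 the full control effect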
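Steps: virus added to U2OS suspension (4 h, RT, dark); medium with 10% FBS added, cells plated, 37 C overnight; FluxOr/Red40 loading buffer 45 min RT; stimulation buffer, 2 min kinetic read; rate constant normalized.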
TRPV1 ag: human TRPV1 agonism. hit rate 0.19% among 320,000. Q8NER1. AID 540275. activation, % at 8.33 µM. TRPV1-expressing cells, Fluo-8 calcium influx, agonist mode; in the data active means activation above about 80%; inconclusive means between about 30% and that limit; further: 0% is about no effect
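TRPV1-expressing cells were cultured overnight at 35.5C and loaded with Fluo-8 calcium dye for 40 to 90 min at room temperature. After a 10 s baseline, compound was added and calcium influx was read kinetically for 3 min (ex 480/em 520 nm).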
MLL CXXC-DNA inh: MLL CXXC-DNA interaction inhibition. Potency, µM (highest dose often 115 µM), for inactives: top-dose activity change, negative = inhibition, actives largely listed as inhibitors. AID 2662. MLL-CXXC / FITC-HOXA9 DNA fluorescence polarization. hit rate 0.037% among 290,000; active means well fitted inhibition curve with a large enough effect in the polarisation, with a control signal flat, not every such curve was filed as active; inconclusive means small, poorly fitted or top-dose-only effect, or effect the other way, or a change in a side signal; inactive means no such curve, though single readings can be large or run the other way; the % refers to the polarisation; further: potency means the concentration at half of the fitted maximal effect
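Purified MLL-CXXC (added from a 7 uM solution) was preincubated 5 min at ambient with pinned compounds in 50 mM Tris-HCl pH 7.5, 50 mM NaCl, 1 mM DTT, 0.05% BSA. Fluorescein-labeled HOX-A9 DNA (50 nM solution) followed, 30 min, then polarization read.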
PKM2 act: PKM2 (human) enzyme activation; hit rate 0.34% among 260,000; Potency, µM (highest dose often 57.5 µM), for the others: top-dose activation, actives largely listed as activators; purified PKM2, Kinase-Glo ATP luminescence, activation; response scale: 0% is enzyme alone, no compound; further: potency means the concentration at half of the fitted maximal effect; on the % scale 0 is the no-effect control and ±100 the full control effect; nearly all actives have a fitted effect of over 55% in size
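Kinase-Glo luminescence reports ATP generated from ADP (0.1 mM) and PEP (0.5 mM) by purified hPK-M2 after 1 h at room temperature, pH 7.2 imidazole buffer; intermediate enzyme activity allows detecting inhibitors and activators.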
Menin MLL FP TR: menin-MLL binding inhibition, Texas Red mutant peptide | Menin + Texas Red MLL mutant peptide, fluorescence polarization | hit rate 0.23% among 270,000 | AID 1768 | Potency, µM (highest dose often 61.6 µM), without a hit: at the highest dose FP activity change, negative = inhibition, usual class: inhibitors | O00255; active means well fitted inhibition curve with a large enough effect in the polarisation, with a control signal flat, not every such curve was filed as active; inconclusive means small, poorly fitted or top-dose-only effect, or effect the other way, or a change in a side signal; inactive means no such curve, though single readings can be large or run the other way; the % refers to the polarisation; further: potency means the concentration at half of the fitted maximal effect; % of control where 0% means no effect; many of its hits are not listed in these tables
Target sequence (O00255 whole entry, looked up): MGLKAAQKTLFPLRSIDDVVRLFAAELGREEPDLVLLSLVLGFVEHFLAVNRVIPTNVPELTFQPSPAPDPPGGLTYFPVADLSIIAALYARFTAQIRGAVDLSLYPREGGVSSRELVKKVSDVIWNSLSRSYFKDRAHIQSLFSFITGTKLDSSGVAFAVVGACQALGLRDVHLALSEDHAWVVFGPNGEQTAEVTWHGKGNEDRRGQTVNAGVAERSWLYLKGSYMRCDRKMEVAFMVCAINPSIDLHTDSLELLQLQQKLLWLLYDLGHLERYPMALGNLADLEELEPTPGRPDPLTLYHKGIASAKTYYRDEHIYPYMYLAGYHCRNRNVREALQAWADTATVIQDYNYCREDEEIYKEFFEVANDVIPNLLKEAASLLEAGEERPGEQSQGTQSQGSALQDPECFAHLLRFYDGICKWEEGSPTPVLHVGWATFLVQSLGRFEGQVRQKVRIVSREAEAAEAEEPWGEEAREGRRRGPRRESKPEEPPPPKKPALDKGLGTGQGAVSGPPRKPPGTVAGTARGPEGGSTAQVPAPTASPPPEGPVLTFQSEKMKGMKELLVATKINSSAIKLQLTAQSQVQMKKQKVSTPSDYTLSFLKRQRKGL
hERG WT inh: KCNH2 (human, wildtype) channel inhibition; U2OS, BacMam KCNH2, thallium flux FluxOr; active compounds read low; activity change, % at 1.84 µM; hit rate 0.37% among 340,000; AID 720551;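 active means maximum activity change below -70%; inconclusive means maximum activity change between -70% and -50%; inactive means maximum activity change above -50%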; further: on the % scale 0 is the no-effect control and ±100 the full control effect
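U2OS cells were transduced with wild-type KCNH2 virus (2.03 x 10^8 / mL) for 4 h at room temperature, then cultured overnight at 37 C. Thallium flux was read with FluxOr dye. Rate constants were normalized to DMSO controls.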
FBPA coupling cs: inhibits coupling enzyme system, counter-screen for aldolase hits; coupling enzyme system counterscreen, AmpLite Red fluorescence; activity change, negative = inhibition, % at 58.2 µM, hits read low; hit rate 0.67% among 290,000; in the data active means activity change below about -30%; further: on the % scale 0 is the no-effect control and ±100 the full control effect
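Counterscreen of the coupled detection system alone, without aldolase: glyceraldehyde-3-phosphate coupling enzymes plus AmpLite Red readout. Compounds at 57.5 uM final, 10 min RT preincubation, 20 min RT reaction, fluorescence 525/598 nm.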
GALK inhibitor: inhibitors of human galactokinase | hit rate 0.007% among 270,000 | Potency, µM (titrated, usually from 57.5 µM), for the others: at the highest dose activity change, negative = inhibition, most hits filed as inhibitors | P51570 | AID 1868 | Purified GALK, Kinase-Glo residual ATP luminescence; further: potency means the concentration at half of the fitted maximal effect; on the % scale 0 is the no-effect control and ±100 the full control effect
Target sequence (P51570 whole entry, looked up): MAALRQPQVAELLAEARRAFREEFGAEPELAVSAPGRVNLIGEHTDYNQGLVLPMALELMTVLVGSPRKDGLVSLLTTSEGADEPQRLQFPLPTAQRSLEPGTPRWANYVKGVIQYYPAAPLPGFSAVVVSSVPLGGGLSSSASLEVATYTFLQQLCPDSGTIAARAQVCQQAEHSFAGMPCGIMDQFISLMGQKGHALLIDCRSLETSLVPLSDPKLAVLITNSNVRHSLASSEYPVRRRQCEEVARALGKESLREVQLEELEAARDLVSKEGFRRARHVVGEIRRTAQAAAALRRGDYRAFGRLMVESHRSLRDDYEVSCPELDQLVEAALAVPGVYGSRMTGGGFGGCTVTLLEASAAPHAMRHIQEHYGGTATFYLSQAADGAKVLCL
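5 nM enzyme, 35 uM ATP, 100 uM galactose, 20 mM HEPES pH8.0, 5 mM MgCl2; 1 h RT; residual ATP by Kinase-Glo Plus luminescence, qHTS format.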
Giardia killer: Giardia lamblia killing; Giardia lamblia trophozoite viability; activity change, % at 7.66 µM, hits read low; hit rate 0.15% among 340,000; in the data active means activity change below about -80%; inconclusive means between about -30% and that limit;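 further: parasites exposed to compound for two days anaerobically before the ATP read; on the % scale 0 is the no-effect control and ±100 the full control effect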
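Anaerobic 48 hrs incubation at 37 deg C of 100 trophozoites/well with test compounds; ATPLite 1-Step luminescence, 15-30 min RT, reports cellular ATP as viability.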
USP2a block: USP2a (human) protease inhibition; O75604; USP2 core, Ub-CHOP2 coupled fluorogenic reporter, 485/531; Potency, µM (titrated, usually from 38.3 µM), inactives show top-dose activity change, negative = inhibition, usual class: inhibitors; hit rate 0.01% among 330,000;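 further: potency means the concentration at half of the fitted maximal effect; plate controls were DMSO wells for no effect and full inhibition by NEM control for full effect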
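USP2 core (10nM final) preincubated 30min RT with compound in 20mM Tris-HCl pH 8.0, 2mM CaCl2, 2mM beta-mercaptoethanol, 0.05% CHAPS; 25nM Ub-CHOP2 plus 25nM reporter substrate added, fluorescence (Ex485/Em531) read after 60min.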
* hit, by the source's call; i = inactive; u = inconclusive; x = no result given; [ ] = dose if it differs, or a comment. Unless noted, the call rests on the fitted dose curve; in most records, active means well fitted curve in the direction sought with a large enough effect; inconclusive means small, poorly fitted or top-dose-only effect, or another doubt; inactive means no such curve, though single readings can be large; an effect the other way counts as inactive or inconclusive.

SMILES	B2AR arrestin	KCNH2 3.1 block	TRPV1 ag	MLL CXXC-DNA inh	PKM2 act	Menin MLL FP TR	hERG WT inh	FBPA coupling cs	GALK inhibitor	Giardia killer	USP2a block
COC(=O)c1nnn(-c2nonc2N)c1CN1CCCC1	0.5%	1.4	3.5	5.1%	x	-12.4%	1.8	-1.3	-5.3%	-25.0	-3.8%
O=C(O)c1ccc(N2CCN(C(c3ccccc3)c3ccccc3)CC2)c([N+](=O)[O-])c1	0.3%	11.4	-2.6	2.0%	x	u	-4.1	12.7	-0.3%	0.7	2.7%
CC1(C)Cc2ccccc2C2CC(O)C(=O)N21 (stereo unspecified)	0.4%	10.6	-4.7	-4.3%	-1.4%	-12.1%	-19.6	-6.0	-0.4%	-19.8	0.7%
Cn1cnnc1Sc1ccc(C(=O)NCCC23CC4CC(CC(C4)C2)C3)cc1[N+](=O)[O-]	-0.2%	-9.3	15.7	-1.1%	-2.7%	-1.4%	-0.1	-5.5	-3.4%	9.8	3.2%
COc1ccc(OCC(NS(=O)(=O)c2ccc(-n3cnnn3)cc2)C(C)C)cc1 (stereo unspecified)	0.2%	0.9	3.6	9.0%	x	x	-8.7	x	5.6%	-5.7	3.7%
COc1cc2c(cc1OC)CN(C(=O)CSc1nnc(C)s1)CC2	-0.3%	-2.4	-2.3	8.4%	7.1%	-7.7%	-17.7	-5.2	-0.5%	-7.1	-1.3%
CCN1CCN(C(c2cccc(OC)c2OC)c2nnnn2Cc2ccco2)CC1 (stereo unspecified)	0.3%	3.9	1.0	4.1%	-0.8%	-13.2%	20.5	3.5	-2.2%	-0.8	2.7%
CCOc1ccc(S(=O)(=O)NCCC(=O)NCc2ccncc2)cc1	-0.1%	0.0	-0.8	x	x	x	8.9	x	x	-13.4	6.8%
CCC1CCCCN1Cc1ccc(OC)c(OC)c1 (stereo unspecified)	-0.3%	6.0	0.0	-8.9%	3.1%	0.2%	-17.9	0.5	5.1%	-23.9	-0.1%
O=C(CSc1nncs1)NC(=O)NCc1ccccc1	-0.4%	9.6	0.9	3.0%	0.0%	-1.1%	-1.6	3.3	14.7%	-7.1	4.6%
O=C(O)CCCc1c(-[n+]2ccccc2)[nH]c2ccccc12	0.2%	2.0	2.3	-2.0%	x	-0.8%	-11.9	2.3	-0.5%	0.8	1.3%
Cc1ccc(S(=O)(=O)NCC(NCc2ccc(F)cc2)c2ccccc2)cc1 (stereo unspecified)	-0.1%	-34.1	5.1	x	x	x	-6.4	x	x	-11.4	2.9%
CN1CC(=O)N(CC(=O)Nc2cc(Cl)cc(Cl)c2)C1=O	0.3%	0.6	-2.0	5.7%	-0.1%	8.7%	14.4	-0.4	0.6%	-0.5	-0.3%
Cn1c2ccccc2c(=O)c2c(O)cccc21	-0.1%	4.0	0.0	16.8%	0.2%	-1.7%	1.5	0.8	-2.6%	3.2	1.0%
Cc1ccc(NC(=O)C2CC(=O)N(Cc3ccccc3)C2)cc1S(=O)(=O)N1CCCCCC1 (stereo unspecified)	-0.7%	0.5	15.2	-3.4%	9.0%	9.0%	18.0	3.7	0.3%	-9.2	1.8%
Cc1cc(=O)[nH]c(SCC(=O)Nc2ccnc3ccccc23)n1	-0.2%	-9.6	2.0	4.6%	-6.1%	7.3%	-4.3	0.3	6.7%	-0.2	0.6%
CCOc1ccc(Nc2ccc3nonc3c2[N+](=O)[O-])cc1	-0.5%	9.8	-2.0	17.9%	x	-25.6%	0.1	-0.2	2.9%	9.4	1.1%
CCCn1c(N)c(C(=O)CSc2nc(C)cs2)c(=O)[nH]c1=O	0.0%	-14.6	0.0	-0.2%	u	x	5.4	4.0	-0.1%	8.8	2.7%
COCCNC(=O)CCc1c(C)nc2c(c(C)nn2-c2ccc(C)c(C)c2)c1C	0.4%	0.8	u	u	x	-20.8%	-1.0	0.3	5.5%	16.1	1.1%
CCN1CCC(NC(=O)Nc2cccc(C(F)(F)F)c2)CC1	-0.5%	-1.7	-1.3	-9.8%	4.6%	0.6%	15.7	-0.4	0.0%	13.7	-1.5%
COc1ccc2c(c1OC)CCC2=O	-0.1%	-2.9	0.1	2.3%	2.3%	2.6%	-6.4	1.3	-1.0%	7.0	2.4%
COc1ccc(OCCCC(=O)ON=C(N)c2ccccc2C)cc1	0.4%	-0.6	3.2	x	x	x	-22.5	x	x	9.7	-0.6%
CCc1ccccc1NC(=O)Nc1ccc(F)cc1F	0.3%	x	6.5	22.0%	-36.6%	-10.0%	-21.9	-2.0	0.9%	1.8	3.2%
Cc1cc(N2C(=O)C(O)=C(C(=O)c3ccco3)C2c2cccc(Oc3ccccc3)c2)no1 (stereo unspecified)	-0.2%	-0.6	-2.1	6.8%	x	x	-1.7	x	6.1%	8.1	-10.5%
C=CCn1c(SCn2nnc3ccccc3c2=O)nnc1-c1ccc(F)cc1	-0.9%	-3.5	-1.2	1.5%	-5.7%	-0.3%	12.6	2.5	5.5%	-4.1	0.7%

3 compounds from above, ordered by the number in TRPV1 ag, low to high.
compound	TRPV1 ag
CN1CC(=O)N(CC(=O)Nc2cc(Cl)cc(Cl)c2)C1=O	-2.0
Cn1c2ccccc2c(=O)c2c(O)cccc21	0.0
COc1ccc(OCCCC(=O)ON=C(N)c2ccccc2C)cc1	3.2

(listing goes on)
SMILES	B2AR arrestin	KCNH2 3.1 block	TRPV1 ag	MLL CXXC-DNA inh	PKM2 act	Menin MLL FP TR	hERG WT inh	FBPA coupling cs	GALK inhibitor	Giardia killer	USP2a block
CC1=C/C(=N\N=C2\NC(=O)C(CC(=O)Nc3ccccc3)S2)CC(C)(C)C1 (stereo unspecified)	-0.2%	5.4	4.9	-5.1%	-3.2%	7.5%	x	0.2	-2.4%	-9.8	-1.5%
OCCN1CCN(CC(O)COc2ccc(Cl)cc2)CC1 (stereo unspecified)	-0.3%	8.3	1.5	-1.6%	-2.3%	1.4%	25.9	-0.3	-1.3%	-3.0	2.1%
OCC1(Cc2ccccc2)CCCN(Cc2ccc(-c3ccco3)cc2)C1 (stereo unspecified)	-0.4%	-26.5	12.2	25.0%	-3.0%	-6.7%	-3.6	-0.6	5.4%	-0.7	-7.7%
O=C(CCCn1nnnc1CN1CCOCC1)N1CCC(c2ccc(F)cc2)C1 (stereo unspecified)	0.5%	2.9	-5.5	35.8%[activator]	1.6%	x	-2.3	x	-5.5%	9.8	2.9%
CCC(c1nnnn1C(C)(C)CC)N(CCCO)Cc1cc2cccc(C)c2[nH]c1=O (stereo unspecified)	0.3%	-5.7	2.4	-0.6%	-0.9%	-7.1%	12.5	2.6	0.6%	-12.5	-0.6%
Cc1ccc(NC(=O)Cn2cc([N+](=O)[O-])nc2C)cc1C	-0.9%	-2.4	1.4	-3.2%	-1.5%	-4.3%	-3.3	4.1	2.3%	-10.3	2.3%
CN(C)CCOC(=O)NCC12CC3CC(CC(C3)C1)C2	-0.4%	6.7	12.0	-2.2%	-16.7%	x	-13.0	1.9	5.4%	-3.3	-2.1%
Cc1cccc(C(=O)N[C@H](C(=O)NCCc2ccc(S(N)(=O)=O)cc2)C(C)C)c1	-0.1%	-16.7	-0.4	-5.7%	-9.7%	19.0%	-2.6	0.0	-0.6%	3.3	4.3%
COC(=O)CCC(=O)NS(=O)(=O)c1ccc(N=NN2CCOCC2)cc1	5.7%	-0.5	-0.3	-23.4%	-23.0%	-1.9%	3.8	-3.0	-0.4%	-18.5	2.1%
N#CCCn1cc(C=C(C#N)C#N)c(-c2ccc(-c3ccccc3)cc2)n1	4.3%	6.4	-3.8	7.3%	-17.4%	-13.5%	-4.7	-6.7	-1.6%	-4.8	-10.6%
O=S(=O)(NCC(c1ccco1)N1CCc2ccccc2C1)c1ccc(F)cc1 (stereo unspecified)	0.4%	-1.6	16.8	x	x	x	2.1	x	x	-18.4	4.4%
COc1ccc2c3c(c(=O)oc2c1)C1O[C@](c2ccsc2)(Cc2cc(C#N)ccc21)O3	-0.6%[9.22 µM]	x	i	-7.3%[23 µM]	0.3%[11.5 µM]	u	x	1.0	x	x	1.8%[7.66 µM]
Cc1ccc(N(CC(=O)O)C2SC(=O)NC2=O)cc1 (stereo unspecified)	0.0%	3.8	-3.3	11.3%	-3.9%	-1.0%	-3.7	7.6	-0.7%	-6.9	6.5%
O=S(=O)(c1ccccc1C(F)(F)F)N1CCN(CC(O)COc2ccccc2F)CC1 (stereo unspecified)	0.1%	29.0	0.9	12.5%	x	-14.0%	9.6	2.9	2.6%	7.0	-1.4%

Only part of the results is shown; rates above refer to the full screens.
